WRN inhibitor – WRN helicase (human) inhibition; WRN helicase unwinding, fluorescent forked duplex, kinetic; Potency, µM (top dose mostly 114 µM), inactives show at the top dose activity change, negative = inhibition, usual class: inhibitors; 0.46% of 360,000 active; AID 651768; further: potency means the concentration at half of the fitted maximal effect; on the % scale 0 is the no-effect control and ±100 the full control effect; nearly all actives have a fitted effect of over 55% in size
Target sequence (Q14191 whole entry, looked up): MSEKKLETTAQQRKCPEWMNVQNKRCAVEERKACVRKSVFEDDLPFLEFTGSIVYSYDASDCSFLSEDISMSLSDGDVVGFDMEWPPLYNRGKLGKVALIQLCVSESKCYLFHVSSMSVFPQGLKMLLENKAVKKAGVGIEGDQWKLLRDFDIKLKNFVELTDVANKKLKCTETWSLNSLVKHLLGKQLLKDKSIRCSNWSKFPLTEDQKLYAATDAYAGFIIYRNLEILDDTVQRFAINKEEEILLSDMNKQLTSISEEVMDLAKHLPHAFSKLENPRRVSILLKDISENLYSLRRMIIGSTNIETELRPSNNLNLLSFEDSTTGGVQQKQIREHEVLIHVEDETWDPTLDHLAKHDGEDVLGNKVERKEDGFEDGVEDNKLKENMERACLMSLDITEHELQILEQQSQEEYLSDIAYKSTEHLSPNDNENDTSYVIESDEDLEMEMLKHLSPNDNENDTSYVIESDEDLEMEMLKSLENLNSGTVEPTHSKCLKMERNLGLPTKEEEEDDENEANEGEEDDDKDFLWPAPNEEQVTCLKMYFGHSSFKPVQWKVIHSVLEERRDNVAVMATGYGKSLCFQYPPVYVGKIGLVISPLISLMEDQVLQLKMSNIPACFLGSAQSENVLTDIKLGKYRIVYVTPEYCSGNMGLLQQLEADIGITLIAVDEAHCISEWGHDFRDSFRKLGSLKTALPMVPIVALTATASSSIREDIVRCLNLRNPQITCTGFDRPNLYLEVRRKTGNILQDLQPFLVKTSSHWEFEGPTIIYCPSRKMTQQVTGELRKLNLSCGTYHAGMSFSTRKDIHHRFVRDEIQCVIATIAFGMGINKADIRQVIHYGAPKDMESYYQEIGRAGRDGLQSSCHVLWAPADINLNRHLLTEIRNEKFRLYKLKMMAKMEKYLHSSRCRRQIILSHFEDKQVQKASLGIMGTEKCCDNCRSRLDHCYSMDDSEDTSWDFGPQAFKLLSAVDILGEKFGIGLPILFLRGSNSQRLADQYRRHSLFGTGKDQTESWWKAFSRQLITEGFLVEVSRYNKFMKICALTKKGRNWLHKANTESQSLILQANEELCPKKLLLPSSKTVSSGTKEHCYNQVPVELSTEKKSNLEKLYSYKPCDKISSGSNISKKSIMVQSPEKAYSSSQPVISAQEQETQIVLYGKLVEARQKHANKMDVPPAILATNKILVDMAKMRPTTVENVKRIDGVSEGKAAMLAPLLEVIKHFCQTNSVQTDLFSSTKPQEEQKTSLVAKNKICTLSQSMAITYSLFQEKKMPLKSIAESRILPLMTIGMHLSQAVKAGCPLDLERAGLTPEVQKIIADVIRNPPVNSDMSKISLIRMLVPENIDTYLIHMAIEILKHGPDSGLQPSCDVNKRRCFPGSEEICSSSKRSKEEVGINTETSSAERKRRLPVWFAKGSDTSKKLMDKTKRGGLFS
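Kinetic fluorescence helicase assay: unwinding of a quenched forked DNA duplex (100 nM final) with 2 mM ATP final raises red fluorescence (525/598 nm). Compounds sat 15 min at room temperature with 20 nM WRN beforehand.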
aSyn yeast inh – alpha-synuclein toxicity inhibition in yeast; Yeast expressing alpha-synuclein, growth rescue, BacTiter-Glo, 24 h; 0.14% of 370,000 active; Potency, µM (top dose mostly 46.1 µM), for the others: at the highest dose growth rescue (activation), actives largely listed as activators; further: potency means the concentration at half of the fitted maximal effect; % of control where 0% means no effect; nearly all actives have a fitted effect of over 65% in size
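Screening used galactose-induced yeast with toxic alpha-synuclein levels, exposed to compound for 24 hr at 30 deg C. Cell growth, read with BacTiter-Glo luminescence, gave the measured signal.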
PLK1 PBD inh – inhibitors of human PLK1 polo-box domain binding; Plk1 PBD binding of FITC phosphopeptide, fluorescence polarization; 2.8% of 360,000 active; AID 720504; Potency, µM, without a hit: max response, negative = inhibition, most hits filed as inhibitors; P53350; further: potency means the concentration at half of the fitted maximal effect; series mostly up to about 57 µM; on the % scale 0 is the no-effect control and ±100 the full control effect; nearly all actives have a fitted effect of over 65% in size
EPAC1 ag – agonists of human EPAC1; O95398; EPAC1 agonist qHTS, biochemical assay; response scale: 100% = response to 6.5 mM cAMP; Potency, µM (highest dose often 154 µM), without a hit: at the top dose activation, actives largely listed as activators; 0.073% of 360,000 active; AID 720707; further: potency means the concentration at half of the fitted maximal effect; nearly all actives have a fitted effect of over 60% in size
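Fluorescent GDP-exchange assay: 100 nM EPAC1 with 250 nM Rap1B preloaded with BODIPY-GDP and 50 uM GDP; compounds tested as concentration series, 5 min at room temperature, then read every 5 min for 30 min (ex 480/em 540 nm); normalized to 6.5 mM cAMP.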
EPAC1 antagonist – antagonists of human EPAC1 | O95398 | EPAC1 GEF assay, Rap1b-BODIPY-GDP exchange fluorescence | Potency, µM (titrated, usually from 115 µM), for the others: top-dose activity change, negative = inhibition, usual class: inhibitors | 0.14% of 360,000 active | AID 720709;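 further: potency means the concentration at half of the fitted maximal effect; plate controls were vehicle for no effect and positive control for full effect; nearly all actives have a fitted effect of over 50% in size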
Abeta rescue – compounds reversing amyloid beta toxicity in yeast. 0.063% of 410,000 active. AID 1347071. yeast expressing A-beta42, growth rescue, OD600, 48 h; response scale: 0% DMSO, 100% iron-clioquinol control. Potency, µM (series often up to 46.1 µM), inactives show at the top dose growth rescue, usual class: activators; further: potency means the concentration at half of the fitted maximal effect; nearly all actives have a fitted effect of over 55% in size
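Yeast A-beta toxicity model in growth medium with pinned compounds, 48 h at 30 C; growth read as absorbance at 600 nm. Normalized to FeCl3/clioquinol equimolar mix (positive) and DMSO (negative).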
FUS suppressor – rescues growth of FUS-expressing yeast; S. cerevisiae FUS-expressing, growth rescue, OD600, 24 h; Potency, µM (doses to about 76.6 µM), inactives show top-dose growth rescue (activation), most hits filed as activators; 0.24% of 390,000 active;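 further: potency means the concentration at half of the fitted maximal effect; plate controls were DMSO vehicle for no effect and reference control for full effect; nearly all actives have a fitted effect of over 55% in size; some results filed as inactive show a strong effect at the top dose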
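Yeast FUS proteinopathy model; galactose-induced FUS (2%), starting OD 0.005. Cpds in dilution series, 24hr, 30C, 99% humidity. Abs 600 nm growth. Pos ctrl CP55940 (top 92uM final); neg ctrl DMSO.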
IL-2 act – activators of IL-2 | activation, % (series mostly up to about 46 µM) | IL-2 activation reporter assay, cell-based qHTS; stimulated with anti-CD3/CD4/CD28 beads; in transgenic mouse T cells | 0.065% of 360,000 active; in the data active means activation above about 50%; inconclusive means mostly about 30% to 49%; further: 0% is about no effect
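First, unstimulated transgenic mouse T cells were exposed to compound for 60 min. Next, anti-CD3/anti-CD4-coated beads with anti-CD28 were added. Finally, after 18 h at 37 degrees C, EGFP and DsRed were imaged.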
PI5P4K alpha inh – blocks human PI5P4K alpha kinase activity | AID 652105 | PI5P4Kalpha enzyme, ADP-Glo luminescence, 60 min; active compounds read low | P48426 | 1.2% of 330,000 active | max response, %; active means max response of -50% or lower; inconclusive means between -30% and -50%; inactive means -30% or higher; further: value at the top dose of about 77 µM; on the % scale 0 is the no-effect control and ±100 the full control effect
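ADP-Glo luminescence end-point after a 60 min room-temperature kinase reaction. PI5P4Kalpha and substrate in HEPES pH 7.4 buffer with EGTA, 0.1% CHAPS and 5% DMSO; ATP at 5 microM final.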
Active calls of the source: *; u = inconclusive; x = no result given; [ ] = remark or other dose. Unless noted, the call rests on the fitted dose curve; in most records, active means well fitted curve in the direction sought with a large enough effect; inconclusive means small, poorly fitted or top-dose-only effect, or another doubt; inactive means no such curve, though single readings can be large; an effect the other way counts as inactive or inconclusive.

compound,WRN inhibitor,aSyn yeast inh,PLK1 PBD inh,EPAC1 ag,EPAC1 antagonist,Abeta rescue,FUS suppressor,IL-2 act,PI5P4K alpha inh
CC(C)(C)c1ccc(C(=O)CC(Sc2ccc(Cl)cc2)C(=O)O)cc1 (configuration not stated),-15.8%,-69.9%[inhibitor],10.6µM*,-1.3%,-5.5%,-85.3%[inhibitor],-10.4%,-3.0,14.7
CC(=O)c1c(OC(=O)c2ccc(C)cc2)c2ccccc2n1C,-5.2%,2.2%,-1.2%,23.1%,-10.8%,-27.6%,5.8%,2.9,x
O=C(CS(=O)(=O)c1cn(CC(=O)N2CCOCC2)c2ccccc12)Nc1ccccc1,1.6%,4.4%,7.9%,-2.2%,-10.4%,22.2%,0.5%,0.1,1.5
CC(C)CC(N=C1NC(C)(C)Cc2ccccc21)C(=O)O (configuration not stated),2.6%,0.0%,-1.5%,-3.5%,8.2%,29.4%,9.0%,1.9,x
COc1ccc(C(=O)Nc2cccc(-c3ccc4nncn4n3)c2)cc1OC,-1.3%,2.0%,-4.0%,0.7%,6.0%,-2.7%,1.5%,-0.1,0.9
COc1cccc(CC(=O)Nc2ncc(C)s2)c1,-22.7%,-9.2%,-3.1%,4.7%,-11.5%,4.9%,5.7%,1.7,0.4
O=C(CN1C(=O)C2C3CCC(C3)C2C1=O)N1CCN(Cc2ccccc2)CC1 (configuration not stated),3.7%,-0.4%,-0.7%,-1.0%,-13.7%,-1.0%,-6.7%,0.2,-5.2
CCC(Cc1ccccc1)NC(=O)C1=C(C)C(=O)OC12CCC(C)CC2 (configuration not stated),-4.3%,0.5%,-2.7%,-16.4%,-4.2%,14.5%,3.5%,-2.8,-2.1
CCn1c(C)nnc1SCC(=O)Nc1ccc(C(C)=O)cc1,6.9%,4.6%,2.6%,-8.5%,3.2%,-8.6%,-26.2%,-0.6,3.4
O=C(CSc1nnc(-c2ccccc2)n1-c1ccccc1)NCc1ccco1,-0.7%,-0.5%,0.6%,11.1%,-3.1%,1.2%,11.3%,1.4,-0.1
CCS(=O)(=O)Nc1ccc(C2=NN(S(=O)(=O)CC)C(c3cccs3)C2)cc1 (configuration not stated),-0.9%,-3.6%,4.3%,-9.8%,-13.5%,-5.4%,9.2%,-3.2,-6.4
Cc1cc(C)c2c(n1)SCC(=O)N2CC(=O)Nc1ccc(Br)c(C)c1,-4.8%,10.1%,-5.5%,-1.0%,-12.6%,x,24.2%,0.3,3.8
Cn1cc(S(=O)(=O)NCc2ccc3c(c2)OCO3)c(C(F)(F)F)n1,6.7%,0.9%,3.3%,-2.1%,-2.5%,5.2%,-10.7%,-1.0,-6.5
COc1ccccc1C1CC(c2ccco2)=NN1S(C)(=O)=O (configuration not stated),-2.3%,-0.2%,u,-1.9%,-9.5%,-5.4%,19.3%,4.6,-1.2
CSCCC(NC(=O)c1ccc(Cl)cc1)C(=O)OCC(=O)Nc1cc(Cl)ccc1C (configuration not stated),-3.9%,-15.1%,-1.0%,-3.7%,-25.8%,0.0%,x,-0.7,-4.0
CCOC(=O)C1CCCN(C(=O)Cn2nc(Cc3cccnc3)c3ccccc3c2=O)C1 (configuration not stated),-2.8%,-0.8%,-1.1%,2.5%,5.1%,-29.3%,-13.8%,-2.6,-3.7
OCCC1CN(Cc2cccn2-c2cccnc2)CCN1Cc1ccc(F)cc1 (configuration not stated),0.0%,3.3%,-3.8%,7.8%,0.2%,-5.0%,42.4%,-2.4,1.6
Cc1ccc(-c2c[nH]c(=S)n2-c2ccccc2F)cc1,-6.2%,11.3%,-26.6%,-17.4%,-16.8%,0.8%,19.6%,1.6,-10.9
CCC12CN3CCN(CC(C3)/C1=N\NC(=O)c1ccc(F)cc1)C2,-17.5%,-5.6%,21.2µM*,8.9%,-2.2%,3.0%,20.2%,3.3,-26.0
CCOc1ccc(CCN2C(=O)CCC2(C)C(=O)NC(C)CC)cc1OCC (configuration not stated),1.4%,3.2%,-3.2%,-3.9%,13.9%,0.0%,13.7%,-0.4,x

Part of the list above in order of molar mass, high to low:
compound,WRN inhibitor,aSyn yeast inh,PLK1 PBD inh,EPAC1 ag,EPAC1 antagonist,Abeta rescue,FUS suppressor,IL-2 act,PI5P4K alpha inh
O=C(CS(=O)(=O)c1cn(CC(=O)N2CCOCC2)c2ccccc12)Nc1ccccc1,1.6%,4.4%,7.9%,-2.2%,-10.4%,22.2%,0.5%,0.1,1.5
CCOC(=O)C1CCCN(C(=O)Cn2nc(Cc3cccnc3)c3ccccc3c2=O)C1 (configuration not stated),-2.8%,-0.8%,-1.1%,2.5%,5.1%,-29.3%,-13.8%,-2.6,-3.7
CC(=O)c1c(OC(=O)c2ccc(C)cc2)c2ccccc2n1C,-5.2%,2.2%,-1.2%,23.1%,-10.8%,-27.6%,5.8%,2.9,x

Next section:
compound,WRN inhibitor,aSyn yeast inh,PLK1 PBD inh,EPAC1 ag,EPAC1 antagonist,Abeta rescue,FUS suppressor,IL-2 act,PI5P4K alpha inh
O=C1CN(C(=O)COc2ccccc2)c2ccccc2N1,2.4%,-0.4%,-1.5%,4.1%,7.3%,6.7%,2.1%,-5.5,-3.9
CCc1ccc(-c2nc(CN3CCC(C(=O)N4CCN(c5ccccn5)CC4)CC3)c(C)o2)cc1,0.2%,x,-4.4%,0.0%,-9.0%,0.4%,6.3%,-1.1,6.0
CC(C)c1ccc(CNc2nnnn2C)cc1,3.6%,-0.2%,-1.0%,-4.8%,-1.4%,-6.5%,-18.2%,0.1,5.7
Cc1ccc(NC(=O)CN(C)C(=O)c2ccc(Cl)nc2)cc1,-7.2%,1.0%,-6.8%,8.3%,-14.6%,3.6%,1.5%,-0.4,-10.7
O=C(c1ccccc1CCc1ccccc1)N1CCCC1,-1.7%,5.9%,5.2%,6.4%,-4.6%,5.6%,2.2%,0.9,-2.1
COc1ccc(NC(=O)C2CCN(S(=O)(=O)c3ccc(N4CCCC4=O)cc3)CC2)cc1OC,-3.7%,-6.0%,-11.6%,-16.1%,-5.3%,-12.6%,4.9%,-1.7,-9.3
O=C(NCCN1CCC(n2c(=O)[nH]c3ccccc32)CC1)c1ccccc1,0.4%,3.1%,-4.9%,17.6%,11.3%,-12.1%,-15.6%,-0.6,-5.0
CC1Cc2cc(S(=O)(=O)N3CCN(c4ccccc4F)CC3)ccc2N1C(=O)C1CC1 (configuration not stated),3.3%,3.9%,2.5%,-0.8%,-20.6%,16.4%,-5.8%,-1.7,-0.5
COc1ccccc1-c1sc2ccccc2c1-c1ccccc1OC,-3.6%,-11.8%,5.6%,4.1%,-5.6%,1.7%,-12.0%,-0.5,20.9
O=C(CSc1nc2cccc(F)c2c(=O)n1-c1ccccc1)Nc1ccc2c(c1)CCC2,-6.2%,8.8%,-2.8%,11.4%,-4.1%,-8.0%,12.9%,-0.5,-0.2
CC1Cc2ccccc2N1C(=O)CSc1nnc(CSc2ncccn2)n1C (configuration not stated),1.1%,-2.1%,-5.3%,-2.0%,10.0%,2.8%,24.8%,2.6,x
C[C@H](c1ccccc1)N1C[C@@H](COCc2ccccc2)Oc2cc(N3CC[C@H](N(C)C)C3)ccc2S1(=O)=O,-7.8%,-1.3%,0.3%,9.2%,-6.5%,9.4%,28.2%,-0.9,0.8
Cc1ccccc1NC(=O)CSc1nnc2ccc(-c3ccccn3)nn12,-25.6%,0.3%,-5.3%,-6.6%,-16.9%,1.4%,11.3%,0.0,6.4
COCCNC(=S)N1CCN(Cc2ccc3c(c2)OCO3)CC1,0.0%,-10.1%,-1.7%,6.0%,-19.3%,8.8%,6.7%,-1.1,2.2
CC(C)(C)c1ccc(C(=O)O)c(C(=O)c2ccc(C(=O)O)cc2)c1,4.1%,13.3%,-15.8%,7.0%,-17.3%,-13.5%,14.5%,1.1,-16.2
CCN1CCN(C(=O)Cn2nc(-c3ccc(Cl)cc3)ccc2=O)CC1,-5.3%,-2.6%,-1.6%,1.2%,16.3%,-8.9%,7.5%,-2.1,u
Cc1ccc2c(CC(=O)Nc3ccc(N4CCN(C)CC4)cc3C)coc2c1,-1.4%,5.8%,-1.1%,-5.2%,-0.3%,8.2%,27.0%,-0.6,x
O=c1cc(N2CCN(c3ccccc3)CC2)[nH]c(=O)n1Cc1ccc(F)cc1,-0.8%,-1.9%,-8.0%,-3.8%,-6.2%,-4.5%,20.5%,-1.2,1.3
Nc1nc(N)nc(-c2cc(C(F)(F)F)ccc2Cl)n1,-5.5%,-0.2%,-4.9%,-16.4%,5.5%,5.1%,-16.2%,0.0,-0.1
COc1ccc(CN(C)Cc2c(O)ccc3ccccc23)cc1,-1.1%,7.8%,u,14.1%,-3.4%,8.9%,4.6%,-1.8,4.6
COc1ccc(NC(=O)c2oc3ccccc3c2C)c(OC)c1,-2.8%,-14.7%,1.2%,3.4%,4.5%,3.8%,36.8%,2.7,x
CN(C)c1ccc(C(=O)c2ccccc2C(=O)O)cc1[N+](=O)[O-],-4.5%,0.6%,4.2%,2.0%,-5.8%,8.6%,17.4%,0.6,-0.6
COc1ccc(CC2(CO)CCN(S(=O)(=O)c3c(C)nn(C)c3Cl)CC2)cc1,5.5%,-0.6%,6.9%,-10.7%,2.3%,1.8%,-15.8%,-0.5,8.3

High-throughput results: PubChem, National Center for Advancing Translational Sciences (NCATS)
